Source: PubChem
MT stabilizer – stabilizes microtubules in HeLa cells. 200,000 tested, 0.83% active. HeLa tubulin immunostaining HCS, 24 h; share of cells brighter than vehicle mean+2SD. % tubulin-high responders, % at 10 µM;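 active = plate Z-score above 3 for both tubulin-high and condensed-nucleus cell shares, with cell loss under 80%, at 10 µM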;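 also: anti alpha tubulin signal scored within the nucleus-defined area of each cell; some results filed as inactive read as strong as hits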
Ins promoter up – MIN6 insulin promoter up-regulation. z-score at 5 µM. MIN6 insulin promoter-GFP reporter, high-content imaging; active compounds read high. 190,000 tested, 0.3% active. AID 1625;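 active = z-score above 3 at 5 µM with at least 500 cells counted in the well; inconclusive = wells under 500 cells, flagged as cytotoxic or low count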
Lipid droplet – modulators of hepatic lipid droplet formation. AML12 mouse hepatocytes, oleate lipid droplets, BODIPY imaging. inhibition, % at 6.5 µM. 240,000 tested, 0.4% active. AID 1656;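 active = lipid droplet intensity inhibited by at least 50%, with more than 500 cells counted; inconclusive = wells with under 300 cells, treated as cytotoxic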
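Material – AML12 mouse liver cells · Also added – oleate loading, 100 µM · Compound dosing – 6.5 µM single-point dosing · Times – overnight treatment with compound plus oleate · Measured by – fluorescence imaging, 20x objective, two fields per well · Read-out – percent inhibition of filter-corrected integrated lipid droplet intensity per well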
T cell modulator – modulates CD8 T cell binding to vesicles. 2C CD8+ T cell-vesicle binding, flow cytometry; active compounds read low. calls only at 7 µM. 330,000 tested, 0.068% active. AID 2052;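 active = response, share of CD8 T cells binding vesicles, and their 90th percentile fluorescence all below set limits, cut at about 80% in these data, passing the limit was not always enough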
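Also added: QL9-peptide-loaded Drosophila micro-vesicles bearing Ld, ICAM-1 and B7-1; Test system: purified 2C TCR transgenic mouse naive CD8+ T cells; Measured by: cytometric PE anti-B7-1 and Alexa647 anti-CD8 signals after 1% paraformaldehyde fixation; Timing: binding step 1.5 h, 37 °C, antibody labelling 20 min, ice.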
Myeloid diff MLP – myeloid differentiation induction; ER-HoxA9 myeloid progenitors, lysozyme-GFP differentiation, flow cytometry; calls only at 10 µM; 360,000 tested, 1% active; AID 624256;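 active = normalized GFP-positive differentiation at or above the plate's own cutoff, the solvent-only control mean plus 3 SD; inconclusive = no clear call, values can overlap the other calls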;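 also: cells exposed to compound for four days before flow analysis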
WT yeast gro inh – growth inhibition of WT yeast, mitochondrial fusion screen. mitochondrial fusion phenotypic screen, WT strain. inhibition, % at 10 µM. 190,000 tested, 2.1% active; in the data active = inhibition above about 58%; tested in S. cerevisiae
Autophagy HCS – modulators of autophagy; MEF GFP-LC3 puncta imaging; test concentration mostly 10 µM; calls only at 10 µM (by protocol); 190,000 tested, 0.98% active; AID 463193;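 active = percentage of spot-positive cells more than 3 SD above its plate mean, without a fluorescence outlier flag or 80% toxicity; inconclusive = no clear call, values can overlap the other calls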;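 also: spot-positive cell cutoff set from DMSO-treated cells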
b-catenin transl – alters nuclear translocation of beta-catenin in HeLa cells | immunofluorescence imaging | nuclear translocation activity, % at 5 µM | 190,000 tested, 0.3% active | AID 1665;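 active = nuclear translocation activity above 50% at 5 µM, with a well cell count of 50 or more; inconclusive = wells under 50 cells across six images, flagged as toxic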;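 also: per-cell ratio of nuclear to cytoplasmic median beta-catenin stain intensity; plate controls were DMSO negative control for no effect and GSK-3 inhibitor IX positive control for full effect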
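Test system: human HeLa cells, endogenous beta-catenin. Times: 24 h compound exposure, 37°C. Measured by: beta-catenin immunofluorescence imaging with DAPI.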
West Nile antiviral – inhibition of WNV-induced cytopathic effect – cell-based, CPE readout (AID 1621); West Nile virus-infected cells, CPE inhibition; higher % means a stronger effect; one-dose CPE inhibition, % at 10 µM; IC50 in µM for titrated hits; 290,000 tested, 0.02% active; in the data active = a potency from the dose series; inconclusive = CPE inhibition mostly from about 3.7% at the one dose, without a potency; inactive = the rest, 99 in 100 with CPE inhibition below about 2.2%; also: strong numbers were not always called active
WT yeast gro inh mutant strain – recorded beside WT yeast gro inh, whose call it bears; inhibition, %; mitochondrial fusion phenotypic screen, mutant strain inhibition
Ins promoter up cell count – second read-out of Ins promoter up, no call of its own (marks repeat the call); cell count; measured here: cytotoxicity, nuclei count;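 total cells summed across four imaged fields per well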
Lipid droplet cells 6.5 µM – second read-out of Lipid droplet, no call of its own (marks repeat the call); cell count; measured here: cell count, cytotoxicity flag;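 cells counted across two imaged fields per well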
b-catenin transl cell count 5 µM – further read-out of b-catenin transl, marked with its call; cell count; measured here: cell count, cytotoxicity flag
T cell modulator vesicle-bound % – also measured in T cell modulator; calls as there; double positive events, %; measured here: CD8+ vesicle-bound cell fraction;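 binding gate set so that unloaded-vesicle control wells show 10% double positive cells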
MT stabilizer Hoechst-high % – further read-out of MT stabilizer, marked with its call; % Hoechst-high responders; measured here: nuclear condensation Hoechst responders;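 share of cells brighter than vehicle mean plus two SD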
MT stabilizer cytotoxicity % – second read-out of MT stabilizer, no call of its own (marks repeat the call); toxicity, %; measured here: cytotoxicity by cell density;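 0% = mean cell density of plate MIN control wells and 100% = no cells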
Autophagy HCS cell loss 18 h – recorded beside Autophagy HCS, whose call it bears; toxicity, %; measured here: cell loss, nuclei count;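 cell loss after 18 h compound exposure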
Myeloid diff MLP GFP+ MAC1+ % – further read-out of Myeloid diff MLP, marked with its call; GFP+ MAC1+ double positive, %; measured here: differentiation confirmed by MAC1 staining
Starred values were filed as active, the others as inactive; i = inactive; ? = inconclusive; · = not tested or not shown; + = active, no number.

molecule	WT yeast gro inh	Myeloid diff MLP	Ins promoter up	Ins promoter up cell count	Myeloid diff MLP GFP+ MAC1+ %	Lipid droplet cells 6.5 µM	T cell modulator	Lipid droplet	T cell modulator vesicle-bound %	b-catenin transl	MT stabilizer Hoechst-high %	Autophagy HCS cell loss 18 h	MT stabilizer cytotoxicity %	MT stabilizer	WT yeast gro inh mutant strain	West Nile antiviral	Autophagy HCS	b-catenin transl cell count 5 µM
CC(=O)NCCC(=O)Nc1nc2ccc(Oc3ccccc3)cc2s1	·	i	·	·	1.4	805	i	-8	19	·	·	·	·	·	·	0.8%	·	·
CCOC(=O)C1CCN(c2ncnc3c2cnn3-c2ccccc2)CC1	0	i	-0.68	1343	6.6	748	i	-4	62	0.4	1.6	-9	3.9	3.4	5	0.1%	i	972
O=C(Nc1ccc2c(c1)CCCN2C(=O)c1cccs1)c1ccccc1	·	+	·	·	8.1*	712	i	14	17	·	·	·	·	·	·	0.2%	·	·
CCC(=O)Nc1cccc(C(=O)/C=C/c2ccc(F)cc2)c1	26	?	-1.3	1336	·	677	i	-5	59	-0.8	3.0	-24	16	5.3	27	-2.2%	i	979
Cc1cccc(Cc2nnc(CCC(=O)NCc3ccncc3C)o2)c1	14	i	-0.09	1685	1.1	691	i	-14	45	-0.6	1.0	9	4.4	1.6	4	0.1%	i	1004
O=C(c1ccc(Cl)cc1)C1CCCN(Cc2ccc(Oc3ncccn3)cc2)C1 (stereo unspecified)	10	i	-0.11	1396	0.9	682	i	-42	11	0.4	2.2	-18	7.4	3.4	13	-1.4%	i	893
CC(=O)C1=C(Nc2ccccc2)CC(C)(O)C(C(C)=O)C1c1ccccc1 (stereo unspecified)	·	i	-0.01	1403	1.1	749	i	10	23	-0.2	·	·	·	·	·	-0.3%	·	1283
CCOCCCNC(=O)c1ccc2c(c1)N=C(CC)c1cc(Br)ccc1S2	5	?	-1.2	562	·	·	i	?	30	52*	51	74	34	4.7	-4	-1.1%	i	536*
Fc1ccc(CN2CCCCCCC2)c(F)c1	-14	i	-0.78	1244	1.0	717	i	1	26	·	1.6	2	6.3	3.0	2	3.3%	i	·
Cc1ccc(O)c(C2=Nc3ccccc3N=C(c3ccco3)C2)c1	25	i	-0.47	1226	0.5	·	i	·	61	1.3	·	31	100	i	17	-0.1%	i	1442
CCc1nnc(NC(=O)C2CCCN2S(=O)(=O)c2ccc(F)cc2)s1 (stereo unspecified)	19	i	-0.15	785	0.5	723	i	7	34	-3.1	1.2	5	15	2.4	21	-0.4%	i	1141
CCN(C(=O)c1ccccc1Cl)c1ccccc1	1	i	0.99	1107	5.1	722	i	-16	9	-1.0	1.8	7	22	3.0	-4	1.5%	i	1078
CCc1cc2c(NC3CCCC3)ncnc2s1	-12	i	-1.9	1340	1.7	742	i	-4	5	0.8	1.8	19	5.8	2.5	4	-1.2%	i	1064
CC(C)c1ccc(NC(=S)NNC(=O)C2CC2)cc1	7	i	0.61	1407	0.3	663	i	-4	50	0.0	1.4	4	8.8	4.2	9	0.7%	i	1032
CCOC(=O)C1CCN(C(=O)Nc2cccc(OC)c2)CC1	·	i	-0.44	1009	0.2	737	i	15	21	-0.5	·	·	·	·	·	-0.1%	·	1336
CCCCn1c(SCC(=O)NCc2ccco2)nc2c(sc3ccccc32)c1=O	-1	i	0.65	909	1.5	751	i	34	43	·	1.8	-5	5.4	1.9	29	1.6%	i	·
COc1cccc(C(=O)Nc2ccccc2N2CCOCC2)c1	2	i	0.17	1239	0.2	774	i	-12	14	2.0	1.8	1	6.7	4.5	1	0.2%	i	842
Cc1cc(N2C(=O)CCC2=O)n(-c2ccccc2)n1	11	i	0.06	1791	0.9	765	i	4	27	-0.9	0.1	-8	33	3.2	26	0.4%	i	1082
O=C(Cn1c(=O)oc2cc(S(=O)(=O)N3CCCC3)ccc21)Nc1ccc(C(F)(F)F)cc1	-2	i	0.13	1396	0.9	·	i	·	42	2.2	2.0	1	8.9	1.4	10	0.0%	i	1326
Cn1cccc1/C=C1\SC(=Nc2ccccc2)NC1=O	·	?	0.1	954	·	686	i	-31	3	86*	·	·	·	·	·	0.1%	·	412*
COc1cccc(C2CC(c3cccs3)=NN2C(=S)Nc2ccccc2)c1OC (stereo unspecified)	1	i	-1.8	1098	0.7	·	i	·	25	3.1	2.1	5	4.4	1.6	-1	-0.1%	i	1336
O=C(NNC(=S)Nc1ccc(Br)cc1Cl)c1ccncc1	-3	i	-0.15	1493	0.7	666	i	-7	6	7.3	3.6	-1	5.4	5.5	4	0.5%	i	771
CC(=O)N1CCN(S(=O)(=O)c2cccc(C(=O)Nc3ccc(C)cn3)c2)CC1	·	i	·	·	0.6	794	i	-6	39	·	·	·	·	·	·	-0.8%	·	·
C[C@@H](C(=O)NCc1ccccn1)[C@@H]1C[C@@]1(C)[C@@H](NC(=O)OCc1ccccc1)c1ccccc1	-7	i	-0.44	809	0.5	735	i	-2	48	6.3	3.0	11	6.7	4.3	-10	-1.8%	i	466
CCOc1ccc(N(CC(=O)N2CCOCC2)S(=O)(=O)c2ccc(Cl)cc2)cc1	·	i	·	·	2.3	777	i	0	11	·	·	·	·	·	·	-0.8%	·	·
O=C(CN1C(=O)NC2(CCCCC2)C1=O)Nc1ccc(F)cc1	-25	i	0.57	1213	0.8	664	i	7	25	-0.1	2.9	-10	6.5	3.2	-2	0.1%	i	1124
COc1ccc(C2=NOC(C(=O)NC3CCCCC3)C2)cc1OC (stereo unspecified)	-9	i	0.01	1304	0.0	668	i	-7	22	·	1.6	-2	4.8	2.3	24	-1.0%	i	·
C=CCNC(=S)Nc1cccc(N)c1	6	i	0.42	1471	1.9	693	i	12	33	0.3	1.2	-26	5.3	2.3	2	0.2%	i	1536
CCOc1ccccc1NC(=O)CN(c1ccc(C)cc1)S(=O)(=O)c1c(C)noc1C	43	i	-1.5	1277	1.0	558	i	10	42	·	2.0	2	2.1	5.3	26	-0.1%	i	·
CCN1CCN(Cc2ccc(NC(=O)c3ccc(C)c(NC(=O)c4csc(-c5ccncc5)n4)c3)cc2C(F)(F)F)CC1	·	·	1.6	723	·	637	i	7	28	-0.4	·	·	·	·	·	-0.2%	·	1278
CCCCNC(=O)c1c(CSc2ccccc2)noc1C(=O)NCc1ccccc1	·	i	-0.09	835	1.2	·	i	·	29	-1.8	·	·	·	·	·	-0.4%	·	1189
Cc1ccc(NC(=O)CSc2nnc(-c3cccnc3)s2)cc1	0	i	-0.55	1528	0.9	665	i	-3	44	2.8	3.4	-11	7.2	3.0	-5	0.0%	i	1073

Single records, from the list above. Screens in order: WT yeast gro inh, Myeloid diff MLP, Ins promoter up, Ins promoter up cell count, Myeloid diff MLP GFP+ MAC1+ %, Lipid droplet cells 6.5 µM, T cell modulator, Lipid droplet, T cell modulator vesicle-bound %, b-catenin transl, MT stabilizer Hoechst-high %, Autophagy HCS cell loss 18 h, MT stabilizer cytotoxicity %, MT stabilizer, WT yeast gro inh mutant strain, West Nile antiviral, Autophagy HCS, b-catenin transl cell count 5 µM
Shown for CCN1CCN(Cc2ccc(NC(=O)c3ccc(C)c(NC(=O)c4csc(-c5ccncc5)n4)c3)cc2C(F)(F)F)CC1 = ·, ·, 1.6, 723, ·, 637, i, 7, 28, -0.4, ·, ·, ·, ·, ·, -0.2%, ·, 1278
Shown for C=CCNC(=S)Nc1cccc(N)c1 = 6, i, 0.42, 1471, 1.9, 693, i, 12, 33, 0.3, 1.2, -26, 5.3, 2.3, 2, 0.2%, i, 1536
Shown for O=C(CN1C(=O)NC2(CCCCC2)C1=O)Nc1ccc(F)cc1 = -25, i, 0.57, 1213, 0.8, 664, i, 7, 25, -0.1, 2.9, -10, 6.5, 3.2, -2, 0.1%, i, 1124

The results go on.
molecule	WT yeast gro inh	Myeloid diff MLP	Ins promoter up	Ins promoter up cell count	Myeloid diff MLP GFP+ MAC1+ %	Lipid droplet cells 6.5 µM	T cell modulator	Lipid droplet	T cell modulator vesicle-bound %	b-catenin transl	MT stabilizer Hoechst-high %	Autophagy HCS cell loss 18 h	MT stabilizer cytotoxicity %	MT stabilizer	WT yeast gro inh mutant strain	West Nile antiviral	Autophagy HCS	b-catenin transl cell count 5 µM
Cc1ccc(C(=O)O/N=C(\N)c2nonc2N)cc1	15	i	-0.05	1585	0.6	692	i	3	4	-1.0	2.3	-7	5.1	2.4	26	0.1%	i	1131
CC12CCC(C(=O)NCc3ccccc3Cl)(OC1=O)C2(C)C (stereo unspecified)	4	i	0.83	1428	0.3	723	i	-19	29	-4.3	2.2	19	6.3	3.9	11	-1.1%	i	1014
COC(=O)C(Cc1ccccc1)NC(=O)CCNC(=O)c1ccco1 (stereo unspecified)	·	i	·	·	0.7	776	i	-2	24	·	·	·	·	·	·	0.1%	·	·
CCOc1ccccc1CNC(=O)CCC(=O)N1Cc2ccccc2Oc2ncccc21	·	i	·	·	0.9	727	i	-12	11	·	·	·	·	·	·	0.1%	·	·
CCCCN(C)c1ccc([N+](=O)[O-])cc1	16	i	0.83	1267	0.7	634	i	5	48	0.2	2.8	9	7.2	3.7	6	1.5%	i	999
COc1ccc(OC)c(Nc2nc(N)nc(-c3cc4ccccc4o3)n2)c1	4	i	-0.99	1230	0.0	723	i	-28	24	·	0.0	-3	81	10	5	1.0%	i	·
CCOc1nc(Nc2ccc(Cl)cc2)nc(OCC)n1	·	i	·	·	0.4	854	i	-2	53	·	·	·	·	·	·	-0.7%	·	·
CC/C(=N\NC(=O)CSCc1ccccc1Br)c1ccc2c(c1)OCCO2	3	i	-0.15	886	0.7	796	i	10	55	-2.4	1.3	0	5.4	1.8	-6	-0.3%	i	1232
CNS(=O)(=O)c1cc(NC(=O)c2cncn2-c2ccccc2)ccc1C	·	i	·	·	0.4	807	i	4	20	·	·	·	·	·	·	-0.1%	·	·

Rows were taken by chance; about 3.9% have a hit in one of these screens.
